TRb SRC2 PPI = TRbeta-SRC2 interaction inhibition | Potency, µM (series often up to 106 µM), for the others: top-dose activity change, negative = inhibition, usual class: inhibitors | AID 1469 | actives 0.065% (n = 280,000) | TRbeta-SRC2 peptide binding, fluorescence polarization; receptor liganded with 1 µM T3;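 also: plate controls were bound peptide for no effect and peptide without receptor for full effect; nearly all actives have a fitted effect of over 50% in size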
Target sequence (P10828 whole entry, looked up): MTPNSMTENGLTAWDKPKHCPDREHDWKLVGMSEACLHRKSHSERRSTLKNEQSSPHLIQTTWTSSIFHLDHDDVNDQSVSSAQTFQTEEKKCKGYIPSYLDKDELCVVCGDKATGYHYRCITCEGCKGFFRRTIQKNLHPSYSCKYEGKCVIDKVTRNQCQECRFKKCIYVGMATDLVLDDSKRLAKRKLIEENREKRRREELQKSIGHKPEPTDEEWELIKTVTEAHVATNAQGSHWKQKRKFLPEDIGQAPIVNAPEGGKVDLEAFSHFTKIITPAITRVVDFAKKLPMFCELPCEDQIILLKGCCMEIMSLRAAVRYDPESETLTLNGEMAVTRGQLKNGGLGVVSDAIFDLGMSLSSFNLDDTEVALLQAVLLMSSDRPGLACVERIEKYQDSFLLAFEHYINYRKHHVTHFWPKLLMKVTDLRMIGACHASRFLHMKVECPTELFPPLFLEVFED
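Each compound concentration gave % activity, normalized to unbound and bound Texas Red SRC2 controls, from polarization read after 5 hr ambient incubation with T3-loaded human TRb LBD.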
HTT ATP protect = cytoprotection in Huntington HTT-Q103 PC12 cell model; PC12 HTT-Q103 induced, cytoprotection, ATP luminescence, 40 h; Potency, µM (titrated, usually from 56.4 µM), for the others: cytoprotection (ATP increase), actives largely listed as activators; actives 0.14% (n = 230,000); AID 1471;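 also: % of control where 0% means no effect; nearly all actives have a fitted effect of over 45% in size; toxic huntingtin expression switched on by the ecdysone agonist tebufenozide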
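ATP quantification (ATPlite) reports survival of PC12 cells in which tebufenozide, 100 nM final, switches on Htt exon 1 with 103 glutamines linked to GFP; compounds are titrated.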
Tau fluor cs = counter-screen for tau fibril formation inhibitors; tau K18 P301L Alexa594 fluorescence, heparin fibrillization; Potency, µM (doses to about 57.7 µM), inactives show top-dose activity change, negative = decrease; actives 0.93% (n = 280,000); also: % is scaled to controls: 0 for no effect and ±100 for the full control effect; nearly all actives have a fitted effect of over 55% in size
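Human tau K18 P301L (15 uM unlabeled, 0.24 uM Alexa 594-labeled) in 100 mM sodium acetate pH 7 with 20 uM heparin, 6 hr at 37 C. ThT 30 uM added, 1 hr ambient; Alexa 594 FP and total fluorescence read at 555/632 nm.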
Tau ThT inhib = inhibitors of human tau fibril formation, thioflavin T binding; actives 2.1% (n = 270,000); Potency, µM (top dose mostly 57.4 µM), for inactives: at the top dose activity, negative = inhibition, hits mostly inhibitors; P10636; AID 1460; recombinant tau K18 P301L (four-repeat tau fragment), heparin-induced fibrillization, ThT fluorescence; also: % is scaled to controls: 0 for no effect and ±100 for the full control effect; nearly all actives have a fitted effect of over 55% in size
Target sequence (P10636 561-689 P618L limits assumed): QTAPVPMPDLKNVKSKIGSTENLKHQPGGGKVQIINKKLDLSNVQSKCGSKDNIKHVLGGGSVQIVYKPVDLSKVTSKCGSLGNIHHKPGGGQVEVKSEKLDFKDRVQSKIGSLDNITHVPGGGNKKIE
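K18 P301L tau (15 uM + 0.24 uM Alexa 594-tagged), heparin 20 uM, NaOAc pH 7, 6 h 37 C; ThT 30 uM, 1 h RT, ex 450/em 510 nm.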
RECQ1 inh = RECQ1 (human) helicase inhibition | Potency, µM (titrated, usually from 57.3 µM), for inactives: top-dose activity, negative = inhibition, usual class: inhibitors | actives 0.54% (n = 240,000) | RECQ1 DNA unwinding, red fluorescence kinetic read;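 also: plate controls were vehicle for no effect and no enzyme for full effect; nearly all actives have a fitted effect of over 30% in size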
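RECQ1T1 50 nM; forked duplex (20 bp + 30-nt ss tails) 200 nM, ATP 2 mM final; pH 8.0, 2 mM MgCl2, 2.5 ug/ml poly(dI-dC); 15 min compound preincubation; discontinuous kinetic read over 2 h at RT.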
Tau FP inhib = tau fibrillization inhibition (FP); P10636; K18 P301L tau heparin fibrillization, Alexa594 FP, 6 h; Potency, µM (highest dose often 57.7 µM), without a hit: top-dose activity, negative = inhibition, most hits filed as inhibitors; actives 0.39% (n = 280,000); also: % is scaled to controls: 0 for no effect and ±100 for the full control effect; nearly all actives have a fitted effect of over 55% in size
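K18 P301L tau (15 uM unlabeled/0.24 uM Alexa 594-labeled, final) + compound + heparin 20 uM final; 100 mM NaOAc pH 7; 6 hr 37 C; ThT 30 uM final added, 1 hr RT; FP ex 555/em 632 nm.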
L3MBTL1 inh = blocks human L3MBTL1; AlphaScreen L3MBTL1–H3K9me1 peptide binding; Potency, µM (series often up to 57.1 µM), without a hit: at the highest dose activity, negative = inhibition, usual class: inhibitors; AID 485360; actives 0.66% (n = 230,000); Q9Y468; also: % is scaled to controls: 0 for no effect and ±100 for the full control effect; nearly all actives have a fitted effect of over 60% in size
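First, the protein-peptide complex forms for 30 min at room temperature (L3MBTL1 50 nM, biotinylated H3K9me1 peptide 75 nM). Next, compounds are pin-transferred and incubated 30 min. Finally, AlphaScreen beads are added and read after 30 min.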
TexasRed fluor = alters Texas Red total fluorescence, flagging assay interference; AID 1479; TRb/SRC2 Texas Red total fluorescence interference; actives 0.29% (n = 280,000); Potency, µM (doses to about 106 µM), inactives show top-dose fluorescence change, negative = quenching; active = well fitted curve in either direction with a large enough effect; inconclusive = small, poorly fitted or top-dose-only effect; also: % is scaled to controls: 0 for no effect and ±100 for the full control effect
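Flags fluorescent or light-absorbing compounds by total fluorescence, S + 2P, at 555 nm excitation and 632 nm emission. Mixture: 20 nM Texas Red SRC2 peptide, 0.6 uM human TRb LBD, 1 uM T3, 5% DMSO; compound exposure 5 h at ambient temperature.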
Numbers without * were called inactive; i = inactive; ? = inconclusive; . = no result given; & = joins results of further samples; [ ] = remark or other dose. Unless noted, calls follow the shape of the dose curve; as a rule, active = well fitted curve in the direction sought with a large enough effect; inconclusive = small, poorly fitted or top-dose-only effect, or another doubt; inactive = no such curve, though single readings can be large; an effect the other way counts as inactive or inconclusive. Potency is read from the fitted curve at half-maximal effect.

Values run as follows: Tau ThT inhib	Tau fluor cs	Tau FP inhib	HTT ATP protect	L3MBTL1 inh	TexasRed fluor	RECQ1 inh	TRb SRC2 PPI
CC(=O)N[C@@H](Cc1ccc(OC(F)(F)F)cc1)C(=O)O
    -2%	-13%	-1%	16%[10 µM]	6%	-3%	-8%	1%
COc1ccc(S(=O)(=O)N(CCCN2CCOCC2)Cc2cccc(OC)c2OC)cc1
    -9%	-10%	-7%	8%[10 µM]	.	20%	-15%	17%
O=C(CN1C(=O)c2ccccc2S1(=O)=O)NCCC1=CCCCC1
    -5%	-6%	-12%	-13%[0.074 µM]	-11%	-4%	-4%	-2%
CN(C)C(=O)CSc1cccc2cccnc12
    -1%	-2%	-1%	-12%	-16%[11.4 µM]	1%	-2%	-6%
Cc1ccc(-c2nc(C3CCCN(S(=O)(=O)c4ccc(C(F)(F)F)cc4)C3)no2)cc1 (centres undefined)
    3%	-1%	-10%	15%	?	-1%	-1%	-23%
CCn1c2ccccc2c2cc(NC(=O)COC(=O)c3ccccc3Br)ccc21
    ?	?	19%	22%[1.9 µM]	-2%	-32%	-8%	-5%
N#Cc1c(N)oc(-c2cccs2)c1-c1cccs1
    ?	-14%	1%	18%[1.9 µM]	-8%	-5%	0%	0%
Cc1cc(C)cc(NC2=NC3(CCCCC3)N=C(N)N2)c1
    -8%	-1%	0%	-20%	-13%	-1%	1%	-15%
CS(=O)(=O)N1CCC(C(=O)NCc2ccccc2)CC1
    0%	3%	-2%	32%[10 µM]	18%	-1%	-1%	5%
CC(=O)Nc1cc2c(cc1C(=O)c1ccc(C)cc1)OCCO2
    2%	-1%	-2%	-6%	.	0%	-3%	10%

Brought forward from above: 2 compounds, then new ones.
Values run as follows: Tau ThT inhib	Tau fluor cs	Tau FP inhib	HTT ATP protect	L3MBTL1 inh	TexasRed fluor	RECQ1 inh	TRb SRC2 PPI
CS(=O)(=O)N1CCC(C(=O)NCc2ccccc2)CC1
    0%	3%	-2%	32%[10 µM]	18%	-1%	-1%	5%
CC(=O)Nc1cc2c(cc1C(=O)c1ccc(C)cc1)OCCO2
    2%	-1%	-2%	-6%	.	0%	-3%	10%
COc1cc(NC(=S)N2CCC(C(N)=O)CC2)c(OC)cc1Cl
    -3%	2%	-1%	-35%	0%	1%	i	5%
Cc1ccc(S(=O)(=O)Nc2ccc(NC(=O)Nc3cccc(C(F)(F)F)c3)cc2)cc1
    -11%	2.5µM*[quencher]	13µM*	1%[10 µM]	5%	-2%	-22%	12%
Cc1ccc(S(=O)(=O)C(C#N)c2nc3ccccc3nc2N2CCCC2)cc1C (centres undefined)
    ?	?	3%	-21%[0.074 µM]	-21%	6%	-3%	-13%
CCc1cc2c(SCC(=O)Nc3ncc(Cl)c(C)c3Cl)ncnc2s1
    ?	-7%	5%	-32%[10 µM]	-8%	-4%	-6%	-11%
O=C(CCCOc1ccc(Cl)cc1Cl)NCc1ccncc1
    -1%	11%[2.34 µM]	-9%[2.34 µM]	?	4%	-5%	i	-6%
CC1(C)O[C@@H]2C[C@H]3[C@@H]4C[C@H](F)C5=CC(=O)CC[C@]5(C)[C@H]4[C@@H](O)C[C@]3(C)[C@]2(C(=O)CO)O1
    -6%	-5%	3%	.	-3%	0%	-5%	7%
CN(CCN1CCOCC1)Cc1nc(-c2ccc(Cl)cc2)no1
    -8%	-8%	2%	?	-1%	-1%	-4%	-5%
NCCNC(=O)Cc1cccc(NC(=O)Cc2ccc(Nc3ncnc4c3ncn4[C@@H]3O[C@H](CO)[C@@H](O)[C@H]3O)cc2)c1
    -5%	-3%	-7%	1%[10 µM]	.	1%	i	6%
CCn1cc(C(=O)N2CCN(c3ccc(F)cc3)CC2)c(=O)c2cc(S(=O)(=O)N3CCOCC3)ccc21
    -7%	-12%	-3%	.	.	1%	.	-2%
COc1ccccc1-c1cc(C(=O)N2CCN(c3ccccc3OC)CC2)no1
    ?	-24%	6%	-55%[inhibitor]	-4%	1%	i	-3%

Shown field by field: four of the compounds above
COc1ccccc1-c1cc(C(=O)N2CCN(c3ccccc3OC)CC2)no1
  Tau ThT inhib = ?; Tau fluor cs = -24%; Tau FP inhib = 6%; HTT ATP protect = -55%[inhibitor]; L3MBTL1 inh = -4%; TexasRed fluor = 1%; RECQ1 inh = i; TRb SRC2 PPI = -3%

O=C(CCCOc1ccc(Cl)cc1Cl)NCc1ccncc1
  Tau ThT inhib = -1%; Tau fluor cs = 11%[2.34 µM]; Tau FP inhib = -9%[2.34 µM]; HTT ATP protect = ?; L3MBTL1 inh = 4%; TexasRed fluor = -5%; RECQ1 inh = i; TRb SRC2 PPI = -6%

CCn1cc(C(=O)N2CCN(c3ccc(F)cc3)CC2)c(=O)c2cc(S(=O)(=O)N3CCOCC3)ccc21
  Tau ThT inhib = -7%; Tau fluor cs = -12%; Tau FP inhib = -3%; HTT ATP protect = .; L3MBTL1 inh = .; TexasRed fluor = 1%; RECQ1 inh = .; TRb SRC2 PPI = -2%

COc1cc(NC(=S)N2CCC(C(N)=O)CC2)c(OC)cc1Cl
  Tau ThT inhib = -3%; Tau fluor cs = 2%; Tau FP inhib = -1%; HTT ATP protect = -35%; L3MBTL1 inh = 0%; TexasRed fluor = 1%; RECQ1 inh = i; TRb SRC2 PPI = 5%

Further results follow:
Values run as follows: Tau ThT inhib	Tau fluor cs	Tau FP inhib	HTT ATP protect	L3MBTL1 inh	TexasRed fluor	RECQ1 inh	TRb SRC2 PPI
COc1ccc(-c2cc(C(=O)Nc3c(C)n(C)n(-c4ccccc4)c3=O)no2)cc1OC
    -7%&-5%	-3%&-2%	4%&5%	-15%	.	-1%&-22%	i	-3%&-2%
CCOC(=O)c1c(C=O)c2ccccc2n1CC
    -1%	-3%	-7%	-9%	.	0%	i	-5%
COc1cccc(CNC(=O)CCS(=O)(=O)c2cccc3nsnc23)c1
    -9%	-12%	-3%	-11%	.	-6%	4%	7%
CSC(=Nc1ccccc1)C(C#N)c1nc2ccccc2[nH]1 (centres undefined)
    0%	-27%	-10%	-13%[10 µM]	?	-2%	-5%	-6%
O=C(N1CCOCC1)N1CCC(c2nc(-c3ccc(S(=O)(=O)N4CCOCC4)cc3)no2)CC1
    2%	-4%	-1%	-20%	.	1%	i	-10%
Cc1ccc(-n2[nH]c(C)c(C=NC34CN5CN(CN(C5)C3)C4)c2=O)cc1C
    -2%	1%	6%	-106%[inhibitor]	.	0%	-8%	-2%
CCN1CCc2nc(NC(=O)c3ccccc3)sc2C1
    -9%	-4%	-6%	-88%[inhibitor]	.	0%	-2%	8%
COC(=O)c1ccc(C(NC(=O)OCc2ccccc2)/C(I)=C/[C@@H](C)C(=O)NCc2ccc(OC)c(O)c2)cc1 (some centres undefined)
    -9%	?	15%	1%	.	-4%	-7%	1%
O=C(CSc1nc2ccccc2c(=O)n1-c1ccc(Cl)cc1)N/N=C/C=C/c1ccccc1[N+](=O)[O-]
    -10%	-29%	-4%	.	-9%	-1%	4%	3%
NS(=O)(=O)c1ccc(NCc2cc(Cl)ccc2OCc2ccc(F)cc2)cc1
    -3%	-27%	18%	22%[10 µM]	-3%	-1%	0%	-4%
CCN1C(=O)CC(N2CCN(c3ccc(Cl)cc3)CC2)C1=O (centres undefined)
    -4%	5%	10%	2%	-1%	-4%	i	-14%
Cc1ccc(/C=N/NC(=O)CNC(=O)c2ccc(S(=O)(=O)N3CCCC3)cc2)o1
    4%	-4%	-14%	5%[10 µM]	0%	3%	i	1%
CN(CCC1CCOCC1)C(=O)CC1C(=O)NCCN1CC1CCCCC1 (centres undefined)
    -3%	8%	11%	15%[10 µM]	-3%	-1%	17%	-5%
CCCNC(=O)c1cccc(COc2ccccc2OC)c1
    -2%	-2%	2%	-14%	2%[11.4 µM]	-1%	-4%	7%
CCOc1ccc(CNC(=O)C2CCN(c3nnc(-n4cccc4CNc4ccc(C)cc4)s3)CC2)cc1OC
    -12%	-20%	-1%	.	.	1%	.	-4%
Cc1ccc(NC(=O)Cn2ncn3c(cc4ccccc43)c2=O)cc1C
    -3%	-30%	-10%	.	.	-24%	.	14%
O=C(c1nc2ccccn2c1CN1CCCC(OCc2ccccc2)C1)N1CCCC1 (centres undefined)
    -3%	3%	8%	-5%[10 µM]	10%	-2%[53 µM]	7%	-1%[53 µM]
O=[N+]([O-])c1ccc(O)c(C=Nc2cccc3ncccc23)c1
    ?	-10%	-7%	-18%	.	-2%	1%	0%
Cc1nonc1C(=O)N/N=C/c1cc2c(cc1Br)OCO2
    -13%	-4%	-12%	5%[10 µM]	-8%	0%	-4%	-2%
S=C(NC1CCCC1)N1CCN(C/C=C/c2ccccc2)CC1
    -2%	-10%	-7%	.	-7%	-4%	i	-4%
O=C(OCCN1C(=O)c2cccc3c(N4CCOCC4)ccc(c23)C1=O)c1ccccc1Cl
    -8%	-29%	5%	.	92%[activator]	1%	-16%	-15%

Not all compounds are listed; the hit share may differ from the screen's.
